Assay outcomes: PubChem BioAssay, National Center for Advancing Translational Sciences (NCATS)
S3 lipid droplet = qHTS Assay for Lipid Storage Modulators in Drosophila S3 Cells; AID 2685; actives 0.64% (n = 320,000); Drosophila S3 cells, BODIPY lipid droplet fluorescence, 18-24 h; cells fed with added oleic acid; Potency in µM for hits, for the others lipid storage change, negative = inhibition, % at the top dose, mostly 46.1 µM; active means well fitted inhibition curve with a large enough effect in the signal ratio, with a control signal flat, not every such curve was filed as active; inconclusive means small, poorly fitted or top-dose-only effect, or effect the other way, or a change in a side signal; the % refers to the signal ratio
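Drosophila S3 cells got compounds at several concentrations plus oleic acid (400 uM solution). Laser-scanning cytometry with 488 nm excitation read lipid droplets at 500-530 nm and cells at 575-640 nm. Percent activity was relative to 20 uM Triacsin C.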
S3 lipid droplet cell count max = recorded beside S3 lipid droplet, whose call it bears; cell number change, %; measured here: cell count max response;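 cells counted by Cell Tracker Red CMTPX staining in the red channel; peak over a dose series mostly up to 46.1 µM; percent activity relative to internal control wells on each plate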
* = called active by the depositor; i = inactive; ? = inconclusive; . = not tested or not shown; [ ] = remark or other dose. On the % scale 0 is the no-effect control and ±100 the full control effect; potency means the concentration at half of the fitted maximal effect. Not all compounds are listed (hit frequency here may not be typical).

SMILES | S3 lipid droplet | S3 lipid droplet cell count max
Cc1noc(C)c1COc1ccccc1C(=O)NCCc1ccc(Cl)cc1 | ? | .
CC1(C(=O)NC2CCCCCCC2)CCC(=O)N1Cc1ccco1 (stereo not given) | -0.3% | 2.2
Cc1[nH]nc2c1C(c1ccco1)C(C#N)=C(N)O2 (stereo not given) | ? | .
CCc1ccccc1NC1=NCC(=O)N1Cc1ccc2c(c1)OCO2 | -0.9% | -1.9
CCN(CC(=O)NC(C)(C)C)C(=O)c1ccccc1SCC(=O)NC1CCCCCCC1 | ? | .
O=C(NNC(=O)c1ccncc1)NC1CCCCC1 | 6.0% | 13.5
CCCC(=O)Nc1ccc(C(=O)Nc2cccc(OC)c2)cc1 | ? | .
Cc1nsc(N)c1C(=O)O | ? | .
COc1ccc(OCC(=O)N/N=C(\C)c2cc3ccccc3o2)cc1 | 25.1% | 3.5
O=C(COc1ccccc1)OCC(=O)c1ccc(S(=O)(=O)N2CCCCC2)cc1 | ? | .
Cc1cc(C)c(C(=O)OCc2csc(CC(=O)Nc3ccccc3C)n2)c(C)c1 | ? | .
COc1cc(C(=O)C(=O)c2ccc(O)c(OC)c2)ccc1O | ? | .
Cc1sc(-n2c(C)cc(/C=N/n3cnnc3)c2C)c(C#N)c1C | 8.3% | -24.7
COC(=O)c1ccc(Oc2nc(NC(C)C)nc(NC(C)C)n2)cc1 | 12.9% | .
Cc1ccc(/C=N/NC(=O)c2cccc(NC(=O)c3ccccc3Cl)c2)o1 | -3.3% | -3.8
O=C(NC(=S)NNC(=O)[C@H]1C[C@@H]1c1ccccc1)c1ccc(F)cc1 | ? | .
CCc1cc(=O)oc2cc(C)cc(OC(C)C(=O)NCc3ccncc3)c12 (stereo not given) | i | .
CCCN1CCC(NC(=O)Nc2ccccc2C(=O)OC)CC1 | ? | .
Cc1ccc(NC(=O)C2(C)Cc3ccccc3C(=O)O2)cc1 (stereo not given) | ? | .
Cc1cccc(C)c1NC(=O)CNC(=O)c1ccncc1 | 19.5% | 10.6
Cc1ccc(C)c(Cn2c3ccccc3c3cnn(CC(=O)NCc4ccccn4)c(=O)c32)c1 | i | 21.8
Cc1ccccc1CSc1nnc(-c2ccncc2)o1 | 23.5% | 13.2
CCNC(=S)N/N=C1\CCCCc2ccccc21 | ? | .
CCOC(=O)c1cc(CC)sc1/N=C/C1=C(O)CC(C)(C)CC1=O | 21.1% | 1.2
Cn1nc(-c2ccc(Cl)cc2)c2cc(C(=O)NCC3CCCO3)sc21 (stereo not given) | ? | .
CCC(=O)N1CCN(c2ccc(NC(=S)NC(=O)c3ccc(OC)c([N+](=O)[O-])c3)cc2)CC1 | ? | .
Cc1cccc(NC(=O)c2ccc(OCc3c(C)noc3C)cc2)c1 | ? | .
O=C(CC1C(=O)NCCN1Cc1ccccc1C(F)(F)F)NCCn1cccn1 (stereo not given) | i | 9.2
O=C(CN1CCN(c2ccccc2O)CC1)Nc1cc([N+](=O)[O-])ccc1Cl | ? | .
Cc1[nH]c2ccccc2c1/C=N/Nc1ccc([N+](=O)[O-])cc1S(=O)(=O)Nc1ccc(Cl)cc1 | i | 5.4
COc1ccc(/C=C2\SC(=O)N(CC(=O)NC3C=CS(=O)(=O)C3)C2=O)cc1 (stereo not given) | ? | .
Cc1ccc(NC(=O)CN(C)C(=O)c2cc(-c3ccco3)nc3ccccc23)cc1 | ? | .
CCN(CC(=O)Nc1ccc(OC)c(OC)c1)S(=O)(=O)c1ccc(C)cc1 | ? | .
O=c1c2c3c(sc2n2cnnc2n1C1CCCCC1)CCC3 | 4.9% | -16.2
Cc1ccc(C)c(NC(=O)CSc2nncn2C)c1 | ? | .
Cn1cccc1/C=N/NC(=O)Cc1cccc2ccccc12 | 0.2% | -25.8
O=C(CN1C(=O)c2ccccc2S1(=O)=O)c1cccc(Br)c1 | -6.9% | 22.5
COc1cc(C(C)=O)ccc1COc1ccc(C(=O)OCC(=O)NC(C)(C)C)cc1OC | 11.7% | .
O=C(/C=C/c1ccc(-c2cccc([N+](=O)[O-])c2)o1)N1CCOCC1 | ? | .
Cc1ccc(C2CC2C(=O)NNC(=S)Nc2cccc(C)c2)cc1 (stereo not given) | -1.0% | -13.0

14 of the compounds above, as a markdown table:
| smiles | S3 lipid droplet | S3 lipid droplet cell count max |
| --- | --- | --- |
| Cc1ccc(C)c(Cn2c3ccccc3c3cnn(CC(=O)NCc4ccccn4)c(=O)c32)c1 | i | 21.8 |
| Cc1ccccc1CSc1nnc(-c2ccncc2)o1 | 23.5% | 13.2 |
| CCNC(=S)N/N=C1\CCCCc2ccccc21 | ? | . |
| CCOC(=O)c1cc(CC)sc1/N=C/C1=C(O)CC(C)(C)CC1=O | 21.1% | 1.2 |
| Cn1nc(-c2ccc(Cl)cc2)c2cc(C(=O)NCC3CCCO3)sc21 (stereo not given) | ? | . |
| CCC(=O)N1CCN(c2ccc(NC(=S)NC(=O)c3ccc(OC)c([N+](=O)[O-])c3)cc2)CC1 | ? | . |
| Cc1cccc(NC(=O)c2ccc(OCc3c(C)noc3C)cc2)c1 | ? | . |
| O=C(CC1C(=O)NCCN1Cc1ccccc1C(F)(F)F)NCCn1cccn1 (stereo not given) | i | 9.2 |
| O=C(CN1CCN(c2ccccc2O)CC1)Nc1cc([N+](=O)[O-])ccc1Cl | ? | . |
| Cc1[nH]c2ccccc2c1/C=N/Nc1ccc([N+](=O)[O-])cc1S(=O)(=O)Nc1ccc(Cl)cc1 | i | 5.4 |
| COc1ccc(/C=C2\SC(=O)N(CC(=O)NC3C=CS(=O)(=O)C3)C2=O)cc1 (stereo not given) | ? | . |
| Cc1ccc(NC(=O)CN(C)C(=O)c2cc(-c3ccco3)nc3ccccc23)cc1 | ? | . |
| CCN(CC(=O)Nc1ccc(OC)c(OC)c1)S(=O)(=O)c1ccc(C)cc1 | ? | . |
| O=c1c2c3c(sc2n2cnnc2n1C1CCCCC1)CCC3 | 4.9% | -16.2 |

The list goes on.
SMILES | S3 lipid droplet | S3 lipid droplet cell count max
CCCn1c(CC)nc([N+](=O)[O-])c1Sc1ccc(C)cc1 | ? | .
CCOC(=O)c1sc2nc(CN3CCN(c4cccc(C(F)(F)F)c4)CC3)[nH]c(=O)c2c1C | -6.5% | -9.1
CCC(=O)Nc1nnc(S(=O)(=O)N(C)c2ccccc2)s1 | ? | .
COc1ccc(CCNC(=O)CSc2nnc3ccc(-c4cccnc4)nn23)cc1 | ? | .
CCOC(=O)/C(C#N)=C/c1c(N2CCN(c3ccccc3)CC2)nc2ccccn2c1=O | ? | .
CCN(CC)S(=O)(=O)c1ccc2[nH]c(=O)cc(C(=O)Nc3ccc(C)cc3)c2c1 | ? | .
O=C(Cc1ccc(Cl)cc1)NCC(=O)N1CCN(c2ccccc2)CC1 | ? | .
CC(C)(C)C(C(=O)Oc1ccccc1)c1ccccc1 (stereo not given) | ? | .
CCCNC(=O)N1CCN(Cc2ccco2)CC1 | 15.8% | 16.2
Cn1c(CN2CCOCC2)nnc1SCc1ccc(C#N)cc1 | -13.6% | 11.9
Cc1ccsc1C1Nc2ccccc2C(=O)N1O (stereo not given) | ? | .
O=C(COC(=O)C1COc2ccccc2O1)Nc1cccc(F)c1 (stereo not given) | -22.7% | -3.8
O=C(Nc1nc(-c2cc3ccccc3o2)cs1)c1ccc(S(=O)(=O)N2CCCC2)cc1 | -12.1% | -1.1
CCCN1CCN(C(=O)c2ccc(Sc3ccc(C)cc3)c(NC(C)=O)c2)CC1 | ? | .
CCOc1ccc(-c2nnn(CC(=O)NCc3ccccc3)n2)cc1 | ? | .
CC(C)N(Cc1ccccc1)C(=S)Nc1ccc(F)cc1 | ? | .
CCc1nc2ccccc2n1CC(=O)OCC(=O)N(CC(C)C)c1c(N)n(Cc2ccccc2)c(=O)[nH]c1=O | 9.4% | 15.2
CCOc1ccccc1NC(=O)c1cc(S(=O)(=O)N2CCC3(CC2)OCCO3)ccc1F | ? | .
O=C(Cc1cccc2ccccc12)N/N=C/c1ccc(F)cc1 | 2.9% | -21.4
CSc1ncccc1C(=O)Nc1cccc(S(=O)(=O)N2CCCCC2)c1 | 16.4µM* | 0.8*
COCCn1c(SCC(=O)Nc2ccccc2F)nc2c(c1=O)SCC2 | ? | .
O=C(NCC1CCCO1)c1cc(Br)c(Br)s1 (stereo not given) | 7.2% | -1.1
COc1cccc(C(=O)NCCCNC(=O)c2ccco2)c1 | ? | .
COC(=O)c1sc(N)c(C(=O)OC)c1COC(=O)[C@@H](NS(=O)(=O)c1cccc(Cl)c1)C(C)C | ? | .
CCOc1ccc2[nH]c(=O)c(CN(CCN3CCCC3)C(=S)Nc3ccccc3OC)cc2c1 | -12.1% | -14.2
COc1ccc(N(CC(=O)NN=C2CCCCCCC2)S(=O)(=O)c2ccccc2)cc1Cl | i | .
Cc1ccc(Cn2nc(C)c(NC(=O)C3CC3)c2C)cc1 | 1.6% | -3.6
O=C1c2ccccc2C(=O)N1CCc1nc2ccccc2c(=O)n1Cc1ccco1 | ? | .
Cn1c(=O)oc2cc(S(=O)(=O)Nc3ccc(Cl)cc3F)ccc21 | 4.2% | -9.2
Cn1c2ccc(F)cc2c2ncn(CCCN(CCO)CCO)c(=O)c21 | ? | .
CCN(CC)c1ccc(/C=c2\sc3nnc(-c4ccccc4Cl)n3c2=O)cc1 | -15.4% | -7.3
C(=Nc1ccc(N2CCOCC2)cc1)c1c[nH]c2ccccc12 | 5.4% | -17.3
COc1ccc2sc(-c3ccccc3OC)c(-c3ccc(O)cc3)c2c1 | ? | .
COC(=O)c1cnc(NNS(=O)(=O)c2ccc(C(F)(F)F)cc2)nc1C(F)(F)F | 9.7% | -11.8
COc1ccc(C(=O)NCC(=O)OCC(=O)c2ccc3c(c2)OCCO3)cc1 | ? | .
CC(C)(O)c1cn(-c2nonc2N)nn1 | -9.3% | -7.6
CCOc1cc(CNCc2cccs2)cc(Br)c1OC | 9.2% | -0.1
CC(C)Sc1nc2sc3c(c2c2nnc(SCC(=O)NCc4ccco4)n12)CCCC3 | ? | .
Fc1cccc(Nc2ncnc3sc4c(c23)CCC4)c1 | ? | .
N/C(Cc1nc2ccccc2s1)=N\O | 4.7% | 1.3
CCc1nnc(N/N=C/c2cc(Br)c(O)cc2O)n1N | ? | .
CCOC(=O)Cc1cc(-c2ccccc2)nc2ccc3ccccc3c12 | -11.3% | 10.8
CCCCOC(=O)c1ccc(O)cc1 | 10.9% | -16.8
COc1ccc(OC)c(-n2c(-c3ccccc3)n[nH]c2=S)c1 | ? | .
COc1ccc(F)cc1S(=O)(=O)NC1CCCC1 | ? | .
COc1cc(NC(=O)c2ccc(NS(=O)(=O)c3c(C)noc3C)cc2)cc(OC)c1 | 15.1% | -4.7
CCCc1nc(NCc2ccccn2)c2nnn(Cc3ccccc3F)c2n1 | -4.1% | 0.2
Cn1nc(C(F)(F)F)c(C(=O)Nc2ccc(Cl)cc2)c1Cl | ? | .
CCCC[C@H](CN(N=O)[C@@H](Cc1ccccc1)CN(C)N=O)N(CCc1ccccc1)N=O | 16.4% | 13.6
CS(=O)(=O)N(CC(=O)N1CCN(c2ccccc2F)CC1)c1ccc2c(c1)OCCO2 | ? | .
CC1OC2(OC1C)C(=O)Nc1ccccc12 (stereo not given) | i | .
NC(=O)c1ccc2c(c1)S(=O)(=O)c1ccccc1C2=O | 11.6% | -1.5
COc1ccc(CNC(=O)[C@@H](C)NC(=O)C2CCN(C(=O)[C@@H](N)CCSC)CC2)cc1 | ? | .
CCOc1ccc(OCC)c(S(=O)(=O)NCCOC23CC4CC(CC(C4)C2)C3)c1 | i | -21.2
COc1ccc(/C=N/NC(=O)c2cccnc2)cc1COc1ccc(NC(C)=O)cc1 | i | 14.9
Cc1cc(Br)cc2c1NC(=O)C2(O)CC(=O)c1ccco1 (stereo not given) | 9.3%[9.22 µM] | 3.7
CN(C)S(=O)(=O)c1ccc2c(c1)C(CC(=O)O)OC2=O (stereo not given) | ? | .
O=C1C2C3C=CC(CC3)C2C(=O)N1c1ccc(Cl)cc1 (stereo not given) | ? | .
CCCCCC(=O)NC(=S)Nc1ccc(N2CCOCC2)cc1 | ? | .
CCC(=O)N1c2ccccc2NC2=C(C(=O)CCC2)C1c1ccco1 (stereo not given) | -3.9% | -8.0

More results follow:
SMILES | S3 lipid droplet | S3 lipid droplet cell count max
CCN(CC)S(=O)(=O)c1cc(NC(=O)CSc2nccn2C)ccc1C | ? | .
CCOc1ccc(OCC)c(S(=O)(=O)N2CCCCC2)c1 | ? | .
CCCSc1nc2cc(OC)c(OC)cc2c(=N)n1CCCN1CCOCC1 | 14.5% | .
C=CCOc1c(Br)cc(CNc2ccc(NC(=O)C(C)C)c(OC)c2)cc1OCC | -11.5% | 24.9
CS(=O)(=O)Nc1ccc(S(=O)(=O)NC2CCCCC2)cc1 | 1.5% | 6.4
C=CCn1c(=O)c(C(=O)Nc2cccnc2)c(O)c2ccccc21 | 3.9% | -11.1
COc1cc(C(=O)OCC(=O)Nc2cccc(S(=O)(=O)N3CCOCC3)c2)ccc1OCC(C)C | 15.0% | 0.8
CCN(CC)S(=O)(=O)c1ccc(C(=O)NCc2n[nH]c(=S)n2-c2ccc(Cl)c(Cl)c2)cc1 | 4.5% | 14.8
CCn1cc(/C=C/C(=O)c2ccc(O)cc2)c(C)n1 | 7.4% | 11.5
O=C(Cc1ccccc1)NN1C(=O)/C(=C/c2ccccc2C(=O)O)SC1=S | ? | .
CCc1ccc(N2CC(C(=O)Nc3ccc(S(=O)(=O)N4CCCCC4)cc3)CC2=O)cc1 (stereo not given) | ? | .
COc1cc(OC)cc(C(=O)NCCSC2CCCCC2)c1 | 17.6%[9.22 µM] | 0.2
N#Cc1ccc(C(=O)N(Cc2ccco2)c2c(N)n(Cc3ccccc3)c(=O)[nH]c2=O)cc1 | i | -12.5
